# Screens as filed in PubChem BioAssay.
# HIV RNase H inh = inhibitors of HIV-1 reverse transcriptase RNase H | RT-RNase H RNA/DNA duplex cleavage, fluorescence | inhibition, % at 10 µM | 65,000 tested, 1.9% active; in the data active = inhibition above about 50%
# RmlC RmlD mix = mixture blocks RmlC and RmlD coupled enzyme activity. RmlC/RmlD coupled enzyme inhibition, 384-well mixture HTS. inhibition, % at 5.5 µM. 110,000 tested, 0.39% active. AID 1532; in the data active = inhibition above about 30%, passing the limit was not always enough; note: strong numbers were not always called active
# * hit, by the source's call; · = no result given. Only part of the results is shown; count on the stated rates, not on these rows.
SMILES,HIV RNase H inh,RmlC RmlD mix
Cc1ccccc1C(=O)c1cccn1CC(=O)N1CCCCCC1,-21,6
CN1CCN(C(=O)C2=C[C@@H](c3ccc(C(F)(F)F)cc3)C[C@@H](OCCCCO)O2)CC1,·,17
CN1CCC(=C2c3ccccc3C=Cc3ccccc32)CC1,-33,0
CCOC(=O)c1cn(-c2ccccc2)nc1-c1ccncc1,-26,1
CN(CC(=O)Nn1cnnc1)S(=O)(=O)c1ccccc1,·,1
O=C(Cn1cccc1C(=O)c1ccccc1)NCCCN1CCOCC1,-24,·
COC(=O)NNC(=S)Nc1cc(OC)ccc1OC,·,13
CN(C)C(=O)NC(O)C(Cl)(Cl)Cl (stereo not given),·,-10
CCOC(=O)N1CCC(Nc2ccc3nnc(-c4ccccc4)n3n2)CC1,-7,-16
O=C(CSc1nnc(-c2ccco2)n1CC1CCCO1)c1ccc(F)cc1 (stereo not given),-20,-16
C=C(C)CN1C(=O)c2ccccc2C1=O,·,-6
O=C(/C=C/c1cc2c(cc1Br)OCO2)NCc1ccc(Cl)cc1,·,-8
COc1ccc(C(C(=O)NC2CCCC2)N(C(=O)c2ccco2)c2ccc3c(c2)OCO3)cc1OC (stereo not given),-1,8
Cc1cc(C)c(NC(=O)NC(=O)c2cccc(F)c2)c(C)n1,2,2
COC1=CC(=O)OC12CCCCC2,5,-6
COc1ccc(NC(=O)CSc2nnc(-c3cccnc3)n2Cc2ccco2)c(OC)c1,-13,12
COc1ccccc1Nc1nc(N2CCOCC2)nc(N2CCOCC2)n1,·,-13
CCOC(=O)Nc1ccc2c(CN3C(=O)NC4(CCCC4)C3=O)cc(=O)oc2c1,23,74*
Cc1csc2ncc(C(=O)Nc3ccon3)c(=O)n12,2,12
O=Cc1cn(-c2ccccc2)nc1-c1cc2cc(O)ccc2oc1=O,·,39
COC(=O)C1=C(C(=O)OC)[C@@H]2N(Cc3ccccc3)c3ccccc3[C@@]23C[C@@H](C(=O)OC)N(C(=O)NC(C)(C)C)C3=N1,·,-11
CCn1c(SCC(=O)Nc2nc(C)c(C)s2)nnc1-c1cccs1,·,-13
Cc1ccc(Cl)cc1NC(=O)COC(=O)C1CCCC1,4,-15
Nc1nc2nc(-c3ccc(OCc4ccccc4)cc3)cc(C(F)(F)F)n2n1,·,-18
CCC1Oc2ccc(C)cc2N(CC(=O)N(Cc2cccnc2)Cc2ccc(C)o2)C1=O (stereo not given),50*,19
Cc1ccc(S(=O)(=O)NNC(=O)c2cnn(-c3ccccc3)c2-n2cccc2)cc1,·,1
COc1ccc(NC2=NC(=S)N(c3ccccc3C)C23CCCCC3)cc1,·,24
CCc1ccccc1NC(=O)CSc1ncn[nH]1,9,5
O=C(CSc1ncn[nH]1)Nc1ccccc1Sc1ccccc1,·,6
O=C(c1cccc2cccc(O)c12)N1CCCCC1,1,-16
COc1ccc(C(=O)NCC(=O)O)cc1,-5,-12
CNc1oc(-c2ccc(Cl)cc2)nc1P(=O)(c1ccccc1)c1ccccc1,·,-7
COc1ccc(C2N=C(c3ccccc3)C(C)(C)N2O)cc1OC (stereo not given),-13,6
COc1cc(C(=S)N2CCCCC2)ccc1O,·,-6
CC1(C)CC(=O)C=C(NCCN2CCNCC2)C1,·,-9
Cc1nn(-c2ccccc2)c2c1C(=O)N(c1ccccc1)C(=O)C(C)(C)C2,·,8
CCc1ccc(C2(O)CC(C(F)(F)F)=NN2C(=O)Cc2ccc([N+](=O)[O-])cc2)cc1 (stereo not given),·,9
CC(C)C(=O)Nc1ccc(-c2csc(-c3ccccc3)n2)cc1,·,-9
CNC(=O)Nc1nnc(C(C)(C)C)s1,·,2
C=CCCCCCCCCC(=O)Nc1c[nH]c(=O)[nH]c1=O,·,-75
COc1cccc(NC(=O)N2CCCC2C(=O)NC2CC2)c1 (stereo not given),-1,-12
COc1cc(O)c(C(=O)/C=C/c2ccccc2)c(OC)c1,·,6
COc1cc(NC(=O)c2ccc(N)nc2)cc(C(=O)Nc2cccc(C(F)(F)F)c2)c1,·,6
COc1cccc(-n2c(C)nc3cc(C(=O)O)ccc32)c1,·,6
Cc1cccc(-n2ncc3c(NCc4ccco4)ncnc32)c1,-15,·
COCCCNC(=O)Cn1nnc(-c2ccccc2NC(=O)c2ccc(F)cc2)n1,-3,-5
CCn1c(COc2cccc(C)c2)nc2ccccc21,·,5
O=C(Cc1ccccc1)NCCn1ccc2ccccc21,-29,-10

# In another format: results already given.
# Below each SMILES: HIV RNase H inh | RmlC RmlD mix
C=CCCCCCCCCC(=O)Nc1c[nH]c(=O)[nH]c1=O
→ · | -75
COc1cccc(NC(=O)N2CCCC2C(=O)NC2CC2)c1 (stereo not given)
→ -1 | -12
COc1cc(O)c(C(=O)/C=C/c2ccccc2)c(OC)c1
→ · | 6
COc1cc(NC(=O)c2ccc(N)nc2)cc(C(=O)Nc2cccc(C(F)(F)F)c2)c1
→ · | 6
COc1cccc(-n2c(C)nc3cc(C(=O)O)ccc32)c1
→ · | 6
Cc1cccc(-n2ncc3c(NCc4ccco4)ncnc32)c1
→ -15 | ·

# Next entries
SMILES,HIV RNase H inh,RmlC RmlD mix
CC[N+](CC)(CC)CC(=O)Nc1c(C)cccc1C,·,6
CCOC(=O)c1nnc2ccnn2c1N,-4,-7
COc1cccc(-c2nc(CS(=O)CC(=O)O)c(C)o2)c1 (stereo not given),6,4
O=C(Nc1cc2c(cc1Br)OCCO2)c1ccco1,·,10
CCOC(=O)N1CCN(C2CC(=O)N(c3ccc(Cl)c(Cl)c3)C2=O)CC1 (stereo not given),·,7
COc1ccccc1N(Cc1cc2cccc(C)c2[nH]c1=O)C(=O)C(C)C,-4,19
CC(C)c1ccc(N(CC(=O)NCCSC(C)(C)C)S(C)(=O)=O)cc1,·,-14
Cc1cccnc1-n1c(-c2ccccc2)nc2ccccc2c1=O,·,12
CCCNC(=O)N1CCN(c2nc(C(C)C)c3c(c2C#N)CC(C)(C)OC3)CC1,-2,-22
COc1ccc(-n2c(NC(=O)c3ccco3)c(C#N)c3nc4ccccc4nc32)cc1,10,29
CCOC(=O)N1CCN(c2ccccc2O)CC1,·,3
O=C(O)C1CC=CCC1C(=O)Nc1cccc(Cl)c1 (stereo not given),-12,1
N#Cc1c(NC(=O)CSc2ncn[nH]2)sc2c1CCCCC2,-55,9
C/C(=N\NC(=O)c1ccc(C)cc1)C1C(=O)c2ccccc2C1=O,·,-6
COc1cc(CC(=O)OCC(=O)Nc2cc(S(=O)(=O)N3CCCC3)ccc2Cl)cc(OC)c1OC,·,5
O=C(Nc1ccccc1C(=O)N1CCOCC1)c1ccc(F)cc1,·,3
CCOc1cc(-c2nc(-c3ccncc3)no2)cc(OCC)c1OCC,14,6
CCn1ncc(CNC(=O)CCSc2nc(-c3ccco3)cc(C(F)(F)F)n2)c1C,·,7
COc1ccc(-c2nc3n(c2Br)CCC3)cc1,-18,-11
O=C(CN1CCc2[nH]c3ccccc3c2C1)N1CCCCC1,6,-11
Cc1ccc(/C(O)=C2/C(=O)C(=O)N(CCN3CCOCC3)C2c2ccccn2)cc1 (stereo not given),-4,-8
Nn1c(CN2CCCCC2)nc2ccccc2c1=O,0,-5
COc1ccc(OC)c(C(c2nnnn2C2CCCC2)N2CCN(c3ccc(F)cc3)CC2)c1 (stereo not given),8,9
O=C(Nc1ccc(N2CCN(C(=O)c3ccccc3)CC2)c(Cl)c1)c1ccc(Br)o1,-4,-7
CC(c1ccco1)N(C(=O)C12CC3(C)CC(C)(CC(C)(C3)C1)C2)c1ccccn1 (stereo not given),·,-8
COc1ccc(CCC(=O)NCc2cn3ccsc3n2)cc1,-10,-9
[N-]=[N+]=CC(=O)CC(c1ccccc1)N1C(=O)c2ccccc2C1=O (stereo not given),9,·
O=C(Nc1ccccc1)[C@@H]1CC=C[C@@H]2CCN(Cc3ccc(Cl)c(Cl)c3)C(=O)[C@@H]21,·,11
O=C(NCCO)c1cc2ccccc2cc1O,-11,-10
Cc1cc2cc3c(cc2nc1SCC(=O)Nc1ccccc1)CCC3,·,8
O=C(C1CCCC1)N(c1ccccc1)C1C=CS(=O)(=O)C1 (stereo not given),4,-11
Fc1ccc(-c2cc3nc(-c4ccccc4)cc(N4CCOCC4)n3n2)cc1,1,-183
Cc1cc(C)cc(NC(=O)CCc2nc3ccccc3[nH]2)c1,·,-6
COc1ccc(Cl)c(Cn2c(NCCCO)nc3c2c(=O)n(C)c(=O)n3C)c1,0,-6
CCc1ccc2nc(-c3cccc(C)c3)nc(SCC(=O)NCC3CCCO3)c2c1 (stereo not given),·,-6
Cc1[nH]n(-c2ccc([N+](=O)[O-])cc2)c(=O)c1C=NCCN1CCN(C(=O)c2cccc(F)c2)CC1,·,144
C#CCOCCOCCOCCNc1nc(N2CCN(C(=O)Cn3cc(CC(C)O)nn3)CC2)nc(N2CCN(C(=O)[C@H](CCCCN)n3cc(CCC(=O)O)nn3)CC2)n1 (stereo not given in full),·,-7
O=C(NCc1cn2ccsc2n1)c1cccc(C(F)(F)F)c1,-12,-12
CCOC(=O)c1[nH]c(C)c(C(=O)NC2CCCCCC2)c1C,-19,6
Cc1ccc(N(CC(=O)Nc2ccc(S(=O)(=O)N3CCOCC3)cc2)S(C)(=O)=O)cc1C,-23,5
CCOC(=O)CSc1nnc(CSc2nc3ccccc3c(=O)[nH]2)n1-c1ccccc1,-11,4
COC(=O)c1ccc2c(c1)C(C)(C)C(/C=C/c1ccccc1O)=[N+]2C,·,24
CC(C)(S)[C@@H](N)C(=O)O,-7,·
COc1ccc(CCN2C(=O)C3C4CC(C5C(C(=O)O)=NOC45)C3C2=O)cc1OC (stereo not given),·,10
CCN1CCN(C(=O)C(C)N(c2ccc(C)cc2)S(C)(=O)=O)CC1 (stereo not given),-19,1
O=c1cc(CSc2nnnn2-c2ccccc2)nc2nc[nH]n12,-10,15
CCCn1c(SCC(=O)Nc2nc(C)cs2)nnc1-c1cccnc1,-7,-11
CCOc1ccc2[nH]c(=O)c(CN(Cc3ccco3)Cc3nnnn3Cc3ccccc3)cc2c1,-4,18

# Two entries from above, with each value named.
COC(=O)c1ccc2c(c1)C(C)(C)C(/C=C/c1ccccc1O)=[N+]2C
  HIV RNase H inh: ·; RmlC RmlD mix: 24
CCN1CCN(C(=O)C(C)N(c2ccc(C)cc2)S(C)(=O)=O)CC1 (stereo not given)
  HIV RNase H inh: -19; RmlC RmlD mix: 1

# Other entries:
SMILES,HIV RNase H inh,RmlC RmlD mix
CN1C(=O)NC2(O)C(=O)c3ccccc3C12O (stereo not given),·,9
COc1ccc(OC)c(CCNC(=O)CC2Oc3ccccc3NC2=O)c1 (stereo not given),-1,-6
COc1ccccc1-c1cc2ccccc2[nH]1,·,-7
CCc1[nH]nc2c1C1(C(=O)N(Cc3ccccc3)c3ccccc31)C(C#N)=C(N)O2 (stereo not given),5,3
O=C(Nc1ccc(Cc2ccncc2)cc1)c1ccc(Br)o1,-14,3
Cc1nc(NC(=O)CN2CCOCC2)sc1-c1ccccc1,-6,6
O=C(c1cnn2c(C(F)(F)F)cc(-c3ccccc3)nc12)N1CCCc2ccccc21,·,-9
COc1ccc(NC(=S)NCCc2ccccc2OC)c(OC)c1,·,-8
CC(C)C(NC(=O)c1cccs1)c1nnc(SCC(=O)Nc2nccs2)n1C (stereo not given),4,5
O=C1[C@H]2[C@H](C=CC[C@H]2C(=O)N2CCOCC2)CCN1Cc1ccccc1,·,-12
O=C(NCCN1CCOCC1)C1CCN(S(=O)(=O)N2CCCCC2)CC1,-2,3
CCNc1ccc(Br)cc(C(=O)/C=C/c2ccc(Cl)cc2Cl)c1=O,·,-2
CN(c1ccccc1)S(=O)(=O)c1ccc(NC(=S)Nc2ccccc2)cc1,·,-11
CC1CCN(c2cc(=O)n(C3CCCCC3)c(=O)[nH]2)CC1,·,6
O=c1c2ccccc2nc2c3ccccc3ncn12,-10,-2
CN(C)CCNC=C(C(=O)Nc1ccc(Cl)cc1Cl)C(=O)Nc1ccc(Cl)cc1Cl,·,4
O=C(Nc1ccccc1Cl)c1c(F)c(F)c(F)c(F)c1F,-2,5
CCCCNC(=O)CC1Nc2ccccc2NC1=O (stereo not given),0,-4
CCCOc1ccc(S(=O)(=O)NCCN2CCOCC2)c2ccccc12,-11,-7
Cc1ccc(C)c(/C(O)=C2\C(=O)C(=O)N(CCCn3ccnc3)C2c2ccncc2)c1 (stereo not given),-7,53
CCC(=O)c1ccc(N2CCN(C(=O)c3cc([N+](=O)[O-])ccc3N3CCN(C)CC3)CC2)c(F)c1,·,-1
CC(=O)OCc1c(C(F)(F)F)nn(C)c1Oc1ccccc1,·,4
COc1cccc(-c2nc(C(N)=O)c3[nH]c(=O)n(-c4cccc(Cl)c4)c3n2)c1OC,-6,-10
OC(C#CCN1CCOCC1)(c1ccccc1)C1CCCCC1 (stereo not given),·,4
Cc1cc(C)c(NC(=O)Cn2cc3c(n2)CCCC3)c(C)c1,-6,5
Cc1cc(C)cc(N(CC(=O)Nc2c(C)n(C)n(-c3ccccc3)c2=O)S(C)(=O)=O)c1,0,-16
CCC1Oc2ccc(C)cc2N(CC(=O)NCc2ccccc2OC)C1=O (stereo not given),23,8
Cc1cc(C(F)(F)F)nc(SCC(=O)NC2CC3CCC2C3)n1 (stereo not given),-15,10
Cc1ccc(Cn2ccc(NC(=O)c3cc(C(C)C)on3)n2)cc1,-4,4
Cc1ccccc1-c1nnc(SCC(=O)Nc2cccc(C)c2C)o1,-11,-15
CN1C(=O)CC(N2CCC(C(N)=O)(N3CCCCC3)CC2)C1=O (stereo not given),2,-8
COc1ccc(NC(=O)c2cc(C(C)C)on2)c(OC)c1,-14,-12
